H37Rv inhibition: M. tuberculosis growth inhibition, HTS (AID 449762); M. tuberculosis H37Rv growth inhibition, 7H9 media; higher % means a stronger effect; inhibition, % at 25 µM; hits with a dose series show IC50 in µM; 330,000 compounds, 0.59% hits; in the data active = a potency from the dose series; inconclusive = inhibition above about 70% without an active follow-up result;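 also: bacterial growth assessed after seven days of incubation; strong numbers were not always called active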
influenza NS1A: H1N1 influenza NS1A inhibitors, functional cell based assay (AID 504329); NS1A functional cell-based assay, percent inhibition; higher % means a stronger effect; inhibition, % at 12.5 µM; hits with a dose series show IC50 in µM; 340,000 compounds, 0.3% hits; in the data active = a potency from the dose series; inconclusive = inhibition above about 27% without an active follow-up result; also: strong numbers were not always called active
M. tuberculosis: growth inhibition of non-replicating M. tuberculosis (AID 488890); 320,000 compounds, 0.39% hits; inhibition, % at 25 µM; hits with a dose series show IC50 in µM; Mycobacterium tuberculosis non-replicating, growth inhibition; higher % means a stronger effect; in the data active = a potency from the dose series; inconclusive = inhibition mostly from about 82% at the one dose, without a potency; inactive = the rest, 99 in 100 with inhibition below about 76%;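 also: plate controls were DMSO cells for no effect and high antibiotic wells for full effect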
VEEV TC-83 Vero: inhibitors of VEEV TC-83 cytopathic effect, confirmation, Vero cells (AID 588727); 350,000 compounds, 0.13% hits; one-dose inhibition, % at 20 µM; IC50 in µM for titrated hits; Vero cells, VEEV TC-83 cytopathic effect inhibition; higher % means a stronger effect; in the data active = a potency from the dose series; inconclusive = inhibition mostly from about 14% at the one dose, without a potency; inactive = the rest, 99 in 100 with inhibition below about 12%; also: strong numbers were not always called active
Salmonella PhoP GFP: Inhibition of PhoP regulon, Salmonella typhi GFP reporter cells, confirmation, 4 h (AID 1850). Salmonella Typhi PhoP-promoter GFP reporter, fluorescence, 4 h; higher % means a stronger effect. one-dose inhibition, % at 50 µM; IC50 in µM for titrated hits. 310,000 compounds, 0.33% hits; in the data active = a potency from the dose series; inconclusive = inhibition mostly from about 25% at the one dose, without a potency; inactive = the rest, 99 in 100 with inhibition below about 19%;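 also: 0% = induced wells with vehicle and 100% = uninduced wells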
VEEV TC-83 Vero 10K pilot screen: further read-out of VEEV TC-83 Vero, marked with its call; inhibition, %; measured here: 10K pilot screen inhibition
Active calls of the source: *; i = inactive; ? = inconclusive; nt = no result given.

SMILES	H37Rv inhibition	influenza NS1A	M. tuberculosis	VEEV TC-83 Vero	Salmonella PhoP GFP	others
CCOc1ccc(NCc2cccn2-c2nnc(N3CCC(C(=O)NCCCN4CCCCC4C)CC3)s2)cc1 (stereo unspecified)	?	15%	70%	i	6%
CCOc1ccccc1N(CC(=O)NC1CCCCC1)C(=O)CCC(=O)Nc1nccs1	-3%	2%	3%	0.2%	-5%
Cc1nn(-c2ccccc2)c(C)c1NC(=O)COC(=O)Cc1ccccc1	-1%	-13%	-10%	1.0%	6%
O=C(CCC(=O)OCC(=O)c1cccc([N+](=O)[O-])c1)Nc1cccc(Cl)c1Cl	-2%	3%	-5%	2.1%	-4%
COC(=O)CSc1nc(NCC(C)C)nc(N2CCOCC2)n1	5%	3%	45%	0.0%	1%
O=C(CSCc1ccccc1Br)NNC(=S)NCc1ccco1	-2%	8%	33%	4.0%	-5%
CC(=O)c1sc(NC(=O)C2CCCN2S(=O)(=O)c2ccccc2F)nc1C (stereo unspecified)	2%	-3%	-3%	1.3%	nt
COc1ccc(-c2csc(-n3ncc(-c4cccs4)c3N)n2)cc1	-2%	-2%	-7%	i	6%
COc1ccc(CCn2c(C3CCCCC3)nc3c(c(=O)c4ccccc4n3C)c2=O)cc1	?	nt	73%	25%	4%
O=C(O)CCCC(=O)Nc1ccccc1C(=O)N1CCCC1	-3%	-9%	-12%	0.4%	6%
CN1CCN(c2ccc(S(=O)(=O)N3CCCCC3)cc2NC(=O)c2cccc([N+](=O)[O-])c2)CC1	-3%	16%	-1%	0.7%	-5%
O=c1cc(C=NNc2ccccc2)[nH]c(=O)[nH]1	nt	-24%	nt	0.5%	nt
CCN(c1ccccc1)S(=O)(=O)c1ccc(C(=O)NCC(c2cccs2)N(C)C)cc1 (stereo unspecified)	3%	15%	10%	0.6%	0%
CCCCCC(=O)N1CCCC1	6%	-9%	70%	i	6%
O=C(CCc1ccccc1)Nc1nnc(-c2ccc3c(c2)OCCO3)o1	?	-7%	-18%	1.9%	4%
COc1cccc(CC(NC(C)=O)C(=O)NC2CCN(C(=O)Nc3ccc(C)cc3)CC2)c1 (stereo unspecified)	nt	-3%	nt	0.5%	nt
COc1ccc(-c2oc3ncnc(NCCN4CCOCC4)c3c2-c2ccc(OC)cc2)cc1	6%	6%	42%	i	-4%
CC(=O)c1cccc(OCc2cc(C(=O)N3C[C@@H](C)O[C@@H](C)C3)no2)c1	1%	-10%	2%	i	-14%
COC(=O)Cc1ccc(NC(=S)NNC(=O)c2ccccc2Br)cc1	0%	-4%	32%	0.1%	-10%
Cc1cc(NC(=O)CSc2nc3c(cnn3-c3cccc(Cl)c3)c(=O)[nH]2)no1	5%	-14%	7%	3.2%	nt
Clc1cccc(/C=N/N2CCN(Cc3ccccc3)CC2)c1	-1%	-9%	22%	i	-5%
Cc1ccc(S(=O)(=O)CC2CSc3nc(N)cc(=O)n32)cc1 (stereo unspecified)	-13%	-3%	4%	0.4%	1%
Cc1noc(C)c1C(=O)NCCc1ccccc1	4%	14%	19%	i	-6%
CCc1ccc2c(c1)cc(CN(C(=S)Nc1ccccc1)C1CC1)c1nnnn12	1%	1%	-1%	i	19%
O=C(NC(=S)Nc1ccc(Br)cn1)c1cccs1	7%	5%	10%	0.2%	-2%

Continuation.
SMILES	H37Rv inhibition	influenza NS1A	M. tuberculosis	VEEV TC-83 Vero	Salmonella PhoP GFP	others
O=C(OCC(=O)N1CCC(Cc2ccccc2)CC1)c1ccccc1	2%	8%	?	i	3%
O=C(NC1CCCCC1)C12CC3CC(CC(Cl)(C3)C1)C2	2%	9%	14%	0.1%	-3%
NC(=O)c1nc[nH]c1C(=O)Nc1cccc(NC(=O)c2cccc(C(F)(F)F)c2)c1	4%	-12%	13%	11%	nt
Cc1ccc(S(=O)(=O)N2CC(C)N(C(=O)N3CCOCC3)C2)cc1 (stereo unspecified)	-2%	6%	-3%	0.9%	-12%
Cc1cccc(OCCCC(=O)NNC(=O)c2ccncc2)c1	nt	0%	nt	2.4%	nt
C=CCNS(=O)(=O)CC12CCC(CC1=O)C2(C)C (stereo unspecified)	-4%	-10%	0%	1.4%	-3%
Cc1ccc(-c2nnn(CC(=O)N(c3cccc(F)c3)C(C(=O)NC(C)(C)C)c3ccco3)n2)o1 (stereo unspecified)	3%	0%	-5%	1.3%	-3%
Cc1ccc(-c2nc(NC(=O)c3ccc(S(=O)(=O)N(CCC#N)CCC#N)cc3)sc2-c2ccccc2)cc1	-8%	8%	-8%	11%	-5%	VEEV TC-83 Vero 10K pilot screen=8.6
CNC1=CC(=O)CC(c2ccccc2)C1 (stereo unspecified)	7%	3%	8%	0.8%	-20%
COc1nccnc1NS(=O)(=O)c1ccc(NC(=S)NC(=O)c2ccc(F)cc2)cc1	1%	4%	43%	i	-3%
CC(C)Oc1cccc(C(=O)C2CCCN(C3CCOCC3)C2)c1 (stereo unspecified)	-5%	-1%	6%	0.4%	1%
CCN1CCN(C(=O)CN(c2ccc(F)c(Cl)c2)S(C)(=O)=O)CC1	-1%	3%	-13%	i	12%
Nn1c(SCC(=O)Nc2ccc3c(c2)OCO3)nncc1=O	2%	8%	-1%	1.8%	8%
Cc1ccc(S(=O)(=O)N2CCOCC2)cc1NC(=O)CSc1ccc(Cl)cc1	-1%	-4%	14%	4.9%	12%
O=C(/C=C/c1ccc(F)cc1)N1CCCc2ccccc21	2%	3%	?	1.9%	5%
COc1cccc(OC)c1NC(=O)C1CCCN1C(=O)NCc1ccccc1 (stereo unspecified)	-4%	1%	-1%	3.9%	-5%
O=C(C1CCCN1S(=O)(=O)c1ccc(Cl)c(Cl)c1)N1CCOCC1 (stereo unspecified)	1%	3%	6%	i	-3%
O=C(Nc1nccs1)c1cc(Cl)ccc1[N+](=O)[O-]	-9%	-1%	nt	1.8%	-4%
COCCn1c(SCc2ccc(C(=O)OC)o2)nnc1-c1c[nH]c2ccccc12	-3%	2%	-11%	0.7%	-2%
CCC(C)Sc1nc2c(c(=O)[nH]c(=O)n2C)n1CC(O)COc1ccccc1C (stereo unspecified)	1%	3%	34%	9.0%	7%
O=C(O)c1cc(-c2ccc3c(c2)OCCO3)n[nH]1	-1%	1%	-4%	0.5%	5%
Cc1ccc(S(=O)(=O)CC(=O)NCc2ccc(Cl)cc2)cc1	0%	-19%	nt	0.5%	nt
O=[N+]([O-])c1cc(C(F)(F)F)ccc1NCCOc1ccccc1	9%	18%	41%	i	12%
Cc1cc(C)n2nc3nc(N4CCCCC4)nc(-c4ccco4)c3c2n1	-1%	-1%	7%	8.2%	3%
CCC(C)(C)n1nnnc1C(c1cc2ccc(OC)cc2[nH]c1=O)N1CCCCC1 (stereo unspecified)	-9%	-7%	38%	1.4%	-8%

Following part.
SMILES	H37Rv inhibition	influenza NS1A	M. tuberculosis	VEEV TC-83 Vero	Salmonella PhoP GFP	others
CC(=O)n1c2ccccc2c2nc3ccccc3nc21	7%	-3%	14%	6.2%	6%
CN(CC(O)Cn1c2ccccc2c2ccccc21)S(C)(=O)=O (stereo unspecified)	11%	-8%	2%	0.1%	-18%
COc1ccc(/C=C(\NC(=O)c2ccc(C)cc2)C(=O)N2CCCCC2)cc1	0%	19%	?	0.1%	7%
Cc1ccc(NC(=O)CCN2C(=O)C3C4CCC(C4)C3C2=O)cc1[N+](=O)[O-] (stereo unspecified)	?	10%	15%	3.9%	9%
Cn1nnnc1SCC(=O)Nc1nc2c(F)c(F)c(F)cc2s1	5%	-8%	0%	i	nt
CN1C(=O)CSC1=Nc1ccc(F)cc1	-2%	5%	-6%	0.1%	7%
Cc1nc(NC(=O)CSc2nnc(C3CC3)n2C)sc1C	5%	6%	-8%	2.6%	-2%
COc1ccc(-n2c(=O)c3c(C)c(C)sc3n(Cc3ccc(F)cc3)c2=O)c(OC)c1	4%	-19%	1%	5.4%	7%
Cc1c(C(=O)Nc2ccccc2)csc1-c1ccccc1	10%	-3%	29%	1.1%	-2%
CC(C)(C)OC(=O)N1CCC(NC(=O)c2nc[nH]c2C(=O)N2CCN(C(=O)OC(C)(C)C)CC2)CC1	4%	-3%	35%	0.7%	nt	VEEV TC-83 Vero 10K pilot screen=1.8
O=C(Nc1ncc2c(n1)-c1ccccc1OC2)c1cccc([N+](=O)[O-])c1	-11%	5%	-9%	0.3%	4%
O=S(=O)(c1ccc(Br)s1)n1cccn1	-5%	-13%	7%	i	-6%	VEEV TC-83 Vero 10K pilot screen=1.4
CCOc1ccc(NC(=O)CCc2c(C)nn(-c3ccc(N4CCCCC4)nn3)c2C)cc1	-5%	6%	5%	3.8%	1%
Cc1ccc(-c2nn[nH]n2)cc1	-3%	-2%	-3%	2.4%	-3%
CNc1ccc(C(=O)OCC(=O)Nc2ccnn2C(C)C)cc1[N+](=O)[O-]	5%	-8%	0%	0.1%	nt
CCOC(=O)CC(c1ccc(N)cc1)n1c(C)ccc1C (stereo unspecified)	29%	2%	30%	1.4%	-3%
COc1ccc(-n2nc(C(=O)NCC(=O)NCCC3=CCCCC3)c3ccccc3c2=O)cc1	7%	5%	-2%	8.3%	-17%
CN1C(=O)c2c(sc3c2CC(C)(C)SC3)N2CCN=C12	-8%	-5%	-16%	6.2%	6%
O=C1COc2ccc(S(=O)(=O)CCC(=O)NC3CCCCC3)cc2N1	5%	1%	6%	1.6%	-8%
Cc1ccc(C(=O)N[C@H](C(=O)OCc2cc(=O)n3c(n2)sc2ccccc23)C(C)C)cc1	?	-2%	64%	1.8%	-6%
N#Cc1c2n(c3c(=O)n(CC(=O)c4ccc(Br)cc4)cnc13)CCCC2	2%	-3%	9%	9.7%	-4%
CCn1c(SCc2cccnc2)nc2c1c(=O)n(C)c(=O)n2C	0%	-13%	-17%	i	-3%
Cc1noc(C(=O)Nc2ccc(Cl)cc2)c1Cl	-6%	nt	-15%	nt	13%
COc1ccccc1CNC(=O)C(C)c1ccc([N+](=O)[O-])cc1 (stereo unspecified)	6%	2%	50%	0.3%	-7%
Cc1cnc(CN2CCc3c([nH]c4ccccc34)C2CC(C)C)[nH]1 (stereo unspecified)	36%	12%	61%	3.5%	3%

The list goes on, starting with the last two of the part before.
SMILES	H37Rv inhibition	influenza NS1A	M. tuberculosis	VEEV TC-83 Vero	Salmonella PhoP GFP	others
COc1ccccc1CNC(=O)C(C)c1ccc([N+](=O)[O-])cc1 (stereo unspecified)	6%	2%	50%	0.3%	-7%
Cc1cnc(CN2CCc3c([nH]c4ccccc34)C2CC(C)C)[nH]1 (stereo unspecified)	36%	12%	61%	3.5%	3%
O=C(CSc1nnc(-c2ccccc2)n1Cc1ccccc1)NC1CC1	-3%	-1%	5%	1.7%	-6%
CC(=O)NCCc1nc2cc(NC(=O)c3ccc(F)cc3)ccc2n1C	3%	-1%	-6%	0.2%	7%
Cc1cc(C)nc(N/N=C/c2cccc3ccccc23)n1	-4%	15%	18%	i	6%
COc1ccc(NC(=O)COc2nsnc2N2CCOCC2)c(OC)c1	-3%	-6%	-5%	0.8%	-10%
COC(=O)C1=C(C(=O)OC)[C@@H]2N(C)c3ccccc3[C@@]23C[C@@H](C(=O)OC)N(C(=O)C2CCC2)C3=N1	8%	0%	-8%	0.7%	9%
O=S(=O)(c1ccc(Br)s1)N1CCNCC1	-1%	-7%	-22%	i	12%
COc1ccc(CNC(=O)CCOc2ccc(C(C)(C)C)cc2)cc1	8%	-3%	45%	1.6%	9%
Cc1ccc2[nH]cc(S(=O)(=O)c3ccc(C)c(C)c3)c(=O)c2c1	-11%	2%	-10%	i	-8%
Cn1c(=O)c2cc(S(=O)(=O)NCCC(=O)NCC3CCCO3)ccc2n(C)c1=O (stereo unspecified)	-11%	22%	-3%	2.3%	-4%
Cc1cccc(NC(=O)c2cc(S(=O)(=O)N(C)c3ccc(F)cc3)ccc2Cl)n1	1%	-14%	15%	7.2%	8%
Cc1cnc(CN(C)C(=O)CC2C(=O)NCCN2Cc2cccc(F)c2F)[nH]1 (stereo unspecified)	-4%	-6%	-3%	3.0%	-11%
CN(C)C(=S)Nc1ccc(Cc2ccncc2)cc1	3%	-3%	23%	0.8%	-1%

3 entries drawn at random from those above, as already listed:
SMILES	H37Rv inhibition	influenza NS1A	M. tuberculosis	VEEV TC-83 Vero	Salmonella PhoP GFP	others
O=C(CSc1nnc(-c2ccccc2)n1Cc1ccccc1)NC1CC1	-3%	-1%	5%	1.7%	-6%
COc1ccc(CNC(=O)CCOc2ccc(C(C)(C)C)cc2)cc1	8%	-3%	45%	1.6%	9%
Cc1cnc(CN(C)C(=O)CC2C(=O)NCCN2Cc2cccc(F)c2F)[nH]1 (stereo unspecified)	-4%	-6%	-3%	3.0%	-11%

Compound activity from PubChem.
